biotin-GST TR-FRET: GST-antibody interaction or FRET quenching – biochemical, TR-FRET, artefact control for Vif-APOBEC3G degradation inhibitor project, dose response (AID 1117362); TR-FRET counter screen, biotin-GST/anti-GST signal; IC50 in µM for hits, for the others inhibition, % at the top dose, mostly 100 µM; 3,600 tested, 2.8% active;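 active means inhibition above 30% at one or more concentrations, seen consistently on every test date; inconclusive means results that disagree between repeat test dates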;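 further: biotinylated GST protein used in place of GST-Vif 1-94 and biotin-A3G peptide; detects fluorescence quenchers or blockers of GST binding to anti-GST antibody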
* = called active by the depositor; ? = inconclusive. Some of the compounds tested; rates above refer to the full screens.

SMILES	biotin-GST TR-FRET
CSc1cccc(-n2cc(-c3ccc4c(c3)OCO4)[nH]c2=O)c1	-11.2%
CC(=O)Nc1cccc(-c2cc(-c3c(Cl)cccc3Cl)no2)c1	2.5%
NS(=O)(=O)c1ccc(N=Nc2ccc(=O)[nH]c2O)cc1	-6.5%
O=C(CN1C(=O)NC2(CCCCCCC2)C1=O)NCc1cccs1	-2.3%
CCOc1cc(C(=O)Nc2c3c(nn2C(C)(C)C)CS(=O)C3)cc(OCC)c1OCC (stereo not given)	0.5%
Cc1cc(C)cc(N(C(C)C(=O)Nc2c(C)n(C)n(-c3ccccc3)c2=O)S(C)(=O)=O)c1 (stereo not given)	-0.9%
Cc1cc2c(N)cccc2nn1	52.6µM*
CCOC(=O)C1=C(C)N=C2SC(C(=O)OC)=CC(=O)N2C1c1cc(OC)c(OC)c(OC)c1 (stereo not given)	0.2%
COc1ccc(C(=O)Nc2nncs2)cc1S(=O)(=O)N1CC(c2ccccc2)CC1=O (stereo not given)	3.2%
Cn1nccc1NC(=O)Nc1ccc(Cl)cc1	93.4µM*
CCCCC(=O)Nc1ccc(C(=O)NN2C(=O)c3ccccc3C2=O)cc1	5.2%
CCOC(=O)N1CCN(c2ccc(O)cc2)CC1	8.2%
CC(C)(C)CN1CCNC(=O)C1CC(=O)NCCc1ccccc1C(F)(F)F (stereo not given)	-4.4%
CCOC(=O)C1Nc2ccc(Br)cc2C2C=CCC12 (stereo not given)	-1.8%
Nc1nc(SCc2nc3scc(-c4ccccc4)c3c(=O)[nH]2)n[nH]1	3.8%
O=C(NCCC1CCCCN1S(=O)(=O)c1ccc(F)cc1)C(=O)NCc1ccccn1 (stereo not given)	2.9%
CCOc1ccc(NC(=O)CCS(=O)(=O)c2ccc(Br)cc2)cc1	0.0%
CCCCn1nnc(NC(=O)c2ccc(-c3cccc(Cl)c3)o2)n1	-1.8%
CC12CCC(C(=O)Nc3cc(F)ccc3F)(CC1=O)C2(C)C (stereo not given)	-1.3%
Cc1cc(=O)[nH]c2c1c(C)nn2C1CCCC1	4.5%
COc1ccc(NC(=O)CCCSc2ccccc2)cc1	-8.9%
COc1ccc(OC)c(C(=O)CSc2nnnn2C)c1	0.6%
Cc1nc2ccc(NC(=O)Cc3cccs3)cc2s1	7.0%
COC(=O)c1c(C)[nH]c(C(=O)CSc2ccc(Cl)cc2)c1C	-1.5%
Cc1nc2nc(-c3ccccc3)cn2nc1C	4.5%
CC(=O)Nc1ccc(S(=O)(=O)Nc2nc3ccccc3nc2Nc2ccc(C(=O)O)c(O)c2)cc1	-2.2%
CC(C(=O)N1CCOCC1)(c1ccccc1)c1ccccc1	0.5%
CC(C)Oc1ccc(CNCC2(O)CCOC(C)(C)C2)cc1 (stereo not given)	2.6%
CCc1ccccc1N(CC(=O)NCCSCc1ccco1)S(C)(=O)=O	-2.0%
Cc1cc(C)cc(NCCC#N)c1	1.2%
O=C(CCCN1C(=O)/C(=C\c2ccco2)SC1=S)Nc1ccc2ccccc2c1	-3.7%
CC(=O)C1=C(C)NC(C)=C(C(C)=O)C1c1cccs1	0.1%
Cc1ccc(CCC(=O)Nc2ccc(S(N)(=O)=O)cc2)o1	2.1%
CCOC(=O)c1c(NC(=O)Cn2nnc(-c3ccccc3Cl)n2)sc(C)c1C	2.2%
CCCC(c1nnnn1CC(=O)OCC)N(Cc1cc2c(C)cc(C)cc2[nH]c1=O)C1CCCC1 (stereo not given)	1.9%
O=[N+]([O-])c1cc(Br)c(O)c(C=Nc2ccc(N3CCOCC3)cc2)c1	-7.5%
CC1(c2ccccc2)NC(=O)N(CC(=O)Nc2cccc(C#N)c2)C1=O (stereo not given)	-4.8%
O=C(c1cccc(S(=O)(=O)N2CCCC2)c1)N1CCOCC1	5.4%
CN1CCN(C(=O)/C(=C/c2ccc(F)cc2)NC(=O)c2ccccc2)CC1	-3.8%
Cc1ccc(CNC(=O)COc2ccc3c(c2)CCC3)cc1	-0.7%
CCCCCCC(=O)N(O)C1CC(=O)N(c2ccc(Br)cc2)C1=O (stereo not given)	-3.1%
CCN(CC(=O)NCc1cccs1)C(=O)c1ccc([N+](=O)[O-])o1	2.3%
Cc1c(C(=O)Nc2ccc(Cl)cc2)c2ccccn2c1CCc1ccncc1	-1.7%
C/C(N)=C(/C#N)C(=O)COC(=O)CCSc1ccccc1	-2.1%
CCOc1ccccc1N1C(=O)c2ccc(C(=O)Nc3cccnc3)cc2C1=O	14.5%
CC(C)Cc1nc2oc3c(NCC(C)O)ncnc3c2c2c1CCCC2 (stereo not given)	3.6%
O=[N+]([O-])c1cc(C(F)(F)F)ccc1N1CCN(S(=O)(=O)c2ccc3ccccc3c2)CC1	-2.4%
C=CCn1c(SCC(=O)c2cc(C)n(C(C)COC)c2C)nc2sc(C)c(C)c2c1=O (stereo not given)	-5.5%
O=C(O)C1CCN(S(=O)(=O)/C=C/c2ccccc2)CC1	1.0%
Cc1nn(C)cc1CNC(=O)C1C2CCC(C2)C1C(=O)O (stereo not given)	-2.1%

Following part.
SMILES	biotin-GST TR-FRET
COc1ccc(C2=NO[C@@H]3C(=O)N(c4ccc(C)cc4C)C(=O)[C@H]23)cc1OC	1.2%
CC1=C(C#N)C(=O)N(C2CCS(=O)(=O)C2)C(=O)/C1=C\c1ccc(C)o1 (stereo not given)	-0.4%
c1cn2cc(CSC3CCCCC3)nc2s1	2.4%
CCOc1cccc(SCc2noc(C(=O)NCC3CCCO3)c2C(=O)O)c1 (stereo not given)	2.2%
O=C(O)c1ccc(S(=O)(=O)c2ccc([N+](=O)[O-])cc2[N+](=O)[O-])cc1	>100µM*
N#Cc1ccc(CSc2nnc(Cc3cccs3)n2Cc2ccco2)cc1	2.5%
COc1ccc(C(C)=O)cc1CN1C(=O)NC2(CCCC2)C1=O	7.5%
O=C(COc1cccc2cccnc12)N1CCc2ccccc2C1	-1.3%
Cc1ccccc1NS(=O)(=O)c1ccc2[nH]cc(C(=O)N(C)Cc3ccco3)c(=O)c2c1	23.8%
O=C1CC(=O)N(Cc2ccco2)C(=S)N1	-8.9%

Four records drawn at random from the list so far:
SMILES	biotin-GST TR-FRET
N#Cc1ccc(CSc2nnc(Cc3cccs3)n2Cc2ccco2)cc1	2.5%
COc1ccc(C(C)=O)cc1CN1C(=O)NC2(CCCC2)C1=O	7.5%
Cc1ccccc1NS(=O)(=O)c1ccc2[nH]cc(C(=O)N(C)Cc3ccco3)c(=O)c2c1	23.8%
COc1ccc(C2=NO[C@@H]3C(=O)N(c4ccc(C)cc4C)C(=O)[C@H]23)cc1OC	1.2%

(listing goes on)
SMILES	biotin-GST TR-FRET
CCc1cc2c(CN3CCN(CC)CC3)cc(=O)oc2cc1O	5.6%
CCCCNc1nc2ccccc2nc1NS(=O)(=O)c1cccs1	0.3%
CCCC(=O)Nc1cccc(-c2nc3ccccc3o2)c1	-12.5%
Cc1ccc(NC(=O)CCC(=O)NNC(=O)COc2cccc3ccccc23)c(C)c1	-12.6%
Cc1ccc(C(=O)C2C(c3cccs3)NC(=O)NC2(O)C(F)(F)F)cc1 (stereo not given)	1.2%
Cc1ccc(C(=O)N/C(=C/c2cccnc2)C(=O)NCc2ccco2)cc1	6.0%
CCCn1c(=O)c(-c2ccccc2)c(O)c2ccccc21	6.9%
O=C1CCCN1c1ccc(S(=O)(=O)N2CCC(c3ccccc3)CC2)cc1	-4.9%
CCc1ccc(NC(=O)COC(=O)CCc2nc3cc(S(=O)(=O)N(CC)CC)ccc3n2C)cc1	-3.4%
Oc1cccc(/C=N/c2c(-c3ccco3)nc3ccccn23)c1	?
O=C(NCc1ccc2c(c1)OCO2)c1cc2ncc(Br)cn2n1	-2.7%
CC(C)CCNC(=O)Cn1c2c(c(-c3ccccc3Cl)cc1=O)CCC2	2.2%
CC1CCCCC1NC(=O)COC(=O)c1c2c(nc3ccccc13)/C(=C/c1ccco1)CC2 (stereo not given)	5.8%
CCOC(=O)C1=C(C)n2c(s/c(=C/c3cccc([N+](=O)[O-])c3)c2=O)=NC1c1ccc(O)c(OC)c1 (stereo not given)	0.8%
CCc1nnc(NC(=O)C(NS(=O)(=O)c2ccc3c(c2)OCCO3)C(C)C)s1 (stereo not given)	0.0%
CCOC(=O)N1CCC(NC(=O)c2cc(C(=O)NCc3cccc(Cl)c3)ccc2CO)CC1	0.4%
CCCCNC(=O)c1c(O)c2cccc3c2n(c1=O)CCC3	0.5%
COc1cc(C2NC(=O)NC(C)=C2C(=O)OCC2CCCO2)ccc1O (stereo not given)	-7.4%
COc1ccc2cc(C3(C)NC(=O)N(CC(=O)Nc4c(C)n(C)n(-c5ccccc5)c4=O)C3=O)ccc2c1 (stereo not given)	6.2%
COc1cccc(-c2nnc(SCC(=O)N3CCOCC3)o2)c1	4.7%
O=C(NCc1ccco1)c1cc(-c2cccc(Cl)c2)on1	-1.2%
CC1CCc2[nH]c3ccc(C(=O)N(C)CC(=O)Nc4ccc(F)cc4)cc3c2C1 (stereo not given)	2.3%
Cc1ccc(S(=O)(=O)N(C)CC(O)Cn2c3ccccc3c3ccccc32)cc1 (stereo not given)	0.7%
C#Cc1ccc([C@H]2C=C(C(=O)N3CCOCC3)O[C@@H](OCc3ccc(CO)cc3)C2)cc1	2.3%
CNc1ccccc(-c2ccc3cc4c(cc3n2)OCO4)c1=O	6.2%
Nc1ccccc1NC1=CC(=O)CC(c2ccco2)C1 (stereo not given)	2.6%
Cc1cc(C)n2nc(C(=O)Nc3cccnc3)nc2n1	1.1%
COc1cccc(NC(=O)Nc2nnc(N3C(C)CCCC3C)s2)c1 (stereo not given)	-2.6%
COc1ccc(/C=C(/NC(C)=O)C(=O)O)cc1	3.2%
CCOC(=O)CSc1ncnc2c1cnn2-c1ccc(C)cc1	5.8%
CC12CCC(C(=O)Nc3ccc(Br)cn3)(OC1=O)C2(C)C (stereo not given)	0.7%
CS(=O)(=O)c1ccc(Cl)c(NC(=O)COC(=O)COc2ccc3c(c2)CCC3)c1	2.5%
Cn1c(SCC(=O)N2CCCC2)nc2ccccc2c1=O	-4.1%

Structural class: the compounds so far containing a furan ring, fused or not.
SMILES	biotin-GST TR-FRET
CCCCn1nnc(NC(=O)c2ccc(-c3cccc(Cl)c3)o2)n1	-1.8%
CCc1ccccc1N(CC(=O)NCCSCc1ccco1)S(C)(=O)=O	-2.0%
O=C(CCCN1C(=O)/C(=C\c2ccco2)SC1=S)Nc1ccc2ccccc2c1	-3.7%
Cc1ccc(CCC(=O)Nc2ccc(S(N)(=O)=O)cc2)o1	2.1%
CCN(CC(=O)NCc1cccs1)C(=O)c1ccc([N+](=O)[O-])o1	2.3%
CC(C)Cc1nc2oc3c(NCC(C)O)ncnc3c2c2c1CCCC2 (stereo not given)	3.6%
CC1=C(C#N)C(=O)N(C2CCS(=O)(=O)C2)C(=O)/C1=C\c1ccc(C)o1 (stereo not given)	-0.4%
N#Cc1ccc(CSc2nnc(Cc3cccs3)n2Cc2ccco2)cc1	2.5%
Cc1ccccc1NS(=O)(=O)c1ccc2[nH]cc(C(=O)N(C)Cc3ccco3)c(=O)c2c1	23.8%
O=C1CC(=O)N(Cc2ccco2)C(=S)N1	-8.9%
Cc1ccc(C(=O)N/C(=C/c2cccnc2)C(=O)NCc2ccco2)cc1	6.0%
Oc1cccc(/C=N/c2c(-c3ccco3)nc3ccccn23)c1	?
CC1CCCCC1NC(=O)COC(=O)c1c2c(nc3ccccc13)/C(=C/c1ccco1)CC2 (stereo not given)	5.8%
O=C(NCc1ccco1)c1cc(-c2cccc(Cl)c2)on1	-1.2%
Nc1ccccc1NC1=CC(=O)CC(c2ccco2)C1 (stereo not given)	2.6%

Screens from PubChem.
